RMI-FANCM inh = blocks RMI1/RMI2 complex binding to FANCM MM2 peptide. Fluorescence polarization, RMI core complex with F-MM2 peptide; hits give low values. FP signal (polarization) at 33 µM. 70,000 tested, 0.58% active. AID 1159607; in the data active means FP signal below about 40; further: inactives centre near 61; strong numbers were not always called active; unit not given here
* = called active by the depositor; & = joins results of further samples. These rows are one share of the data, so the mix of outcomes need not match the whole.

Compound,RMI-FANCM inh
CS(=O)(=O)N1CCC(C(=O)Nc2ccccc2-c2nc3ccccc3s2)CC1,90
O=C(NNC(=O)c1ccccc1)c1ccccc1,70
CC(=O)Nc1noc2ncccc12,54
CN(C)CCCN(C(=O)C1=COCCO1)c1nc2ccc(Br)cc2s1,89
N/C(=N/OC(=O)c1ccccc1)c1csc(-c2cccnc2)n1,61
Cc1ccc(C2CC(c3cccs3)=NN2C(=O)CSc2nnc(-c3ccncc3)o2)cc1 (stereo not given),69
O=C(NCc1ccccc1Cl)C(=O)Nc1cccc(N2CCCCC2=O)c1,56
Cc1ccc(-c2c(C)sc3ncnc(N4CCN(c5ccccc5F)CC4)c23)cc1,75
COC(=O)c1c(SC)nc(-c2ccccc2)[nH]c1=O,60
Cn1cc(CC(=O)N2CCN(C(=O)C3CC3)CC2)c2ccccc21,65
CSc1ccc(NC(=O)c2ccc(C)cc2)nn1,65
O=C(CN1C(=O)/C(=C\c2cccs2)SC1=S)Nc1ccc(O)c(C(=O)O)c1,62
CCOC(=O)c1ccccc1NC(=O)c1ccc(=O)n(Cc2cccc(F)c2)n1,59
CCOC(=O)c1c(NC(=O)CSc2c(-c3ccccc3)[nH]c3ccccc23)sc2c1CCCC2,65
CCOc1ccc(-c2ccc(=O)n(CCNC(=O)c3cccnc3Cl)n2)cc1,56
c1nc2c([nH]1)CCCC2,57
N#CCCn1[nH]c(-c2ccccc2)cc1=O,62
CCOc1cc(/C=C2/SC(=S)N(NC(=O)c3ccccc3OC)C2=O)ccc1O,100
O=C(Nc1cccc([N+](=O)[O-])c1)C(=O)NC(c1ccccc1)c1ccccc1,53
CSc1nc2ccc3nc(NC(=O)c4cc(C)no4)sc3c2s1,59
CCOC(=O)C1CCN(C(=O)Nc2ccc(OC(F)(F)F)cc2)CC1,63
O=C(NC(=S)Nc1cccc(-c2nc3ccccc3s2)c1)c1cc2ccccc2oc1=O,57
Cc1c(/C=C/c2ccnc(SCC(=O)Nc3ccccc3)n2)sc2ccccc12,74
O=C(CSc1ccc(NC(=O)c2ccco2)nn1)NCc1ccc(F)cc1,65
Cc1nnsc1C(=O)OCCN(C)c1ccc(C#N)cn1,56
O=C(O)CCc1csc(NC(=O)c2ccccc2)n1,66
Cn1c(=O)c2c(nc3n2CC(c2ccc(Cl)cc2)=NN3CCCc2ccccc2)n(C)c1=O,57
CS(=O)(=O)N1CCCc2ccc(NC(=O)C(=O)NCc3ccncc3)cc21,52
Cc1cc(C(=O)Nc2nnc(-c3ccccc3)o2)nn1C,66
CCc1ccc2nc(N)sc2c1,55

Seven structures from above, arranged by SMILES length, rising:
Compound,RMI-FANCM inh
CCc1ccc2nc(N)sc2c1,55
O=C(O)CCc1csc(NC(=O)c2ccccc2)n1,66
Cc1nnsc1C(=O)OCCN(C)c1ccc(C#N)cn1,56
Cc1cc(C(=O)Nc2nnc(-c3ccccc3)o2)nn1C,66
CCOC(=O)C1CCN(C(=O)Nc2ccc(OC(F)(F)F)cc2)CC1,63
Cc1c(/C=C/c2ccnc(SCC(=O)Nc3ccccc3)n2)sc2ccccc12,74
O=C(NC(=S)Nc1cccc(-c2nc3ccccc3s2)c1)c1cc2ccccc2oc1=O,57

Following part.
Compound,RMI-FANCM inh
Cc1cc(=O)[nH]c(-n2ncc(C(=O)NCc3ccc(F)cc3)c2C)n1,60
O=C1NCCN1CCNC(=S)NC1CC1,60
CN1CCN(C(CNC(=O)Cc2cccc3ccccc23)c2ccc(N(C)C)cc2)CC1 (stereo not given),57
Cc1ccccc1-n1c(=O)n(Cc2ccccc2N)c(=O)c2[nH]cnc21,49
C=CCSc1nc2c(c(-c3ccc(OCc4ccccc4)cc3)c1C#N)CCCC2,61
CCn1nc(C(=O)Nc2nc(-c3ccc(F)cc3)cs2)cc1C,65
Cc1ccccc1-c1noc(Cn2c(=O)[nH]c3cc4c(cc3c2=O)OCO4)n1,75
COc1ccc(CCNC(=O)Cc2cc(=O)[nH]c(=O)[nH]2)cc1,46
S=c1[nH]nc(NCCc2ccc(Cl)cc2)s1,56
CN(C)c1ccc(C(CNC(=O)C(=O)Nc2ccccc2[N+](=O)[O-])N2CCc3ccccc3C2)cc1 (stereo not given),56
Cn1cc(SCC(=O)NCCc2ccccc2)c2ccccc21,57
O=C1C=C(c2ccccc2)C(=O)N1c1cccc(Cl)c1,53
CCOc1ccc(-c2cn3c(CC(=O)Nc4cccc(F)c4)csc3n2)cc1,62
CCOC(=O)c1c(NC(=O)CSc2nnc3ccc4ccccc4n23)sc(C)c1C,73
COc1cccc(C(=O)N2CCN(c3ccc(-c4cccs4)nn3)CC2)c1OC,70
CCN1C(=O)/C(=C/c2ccc(O)c(Cl)c2)NC1=S,272
COc1ccc(-c2[nH]ncc2/C=N\NC(=O)c2cccnc2)cc1,54
Cc1ccc(-c2nc3ncccc3o2)cc1NC(=O)c1ccc(F)cc1,59
O=C(O)CCn1cnc2c(cnn2-c2ccccc2)c1=O,67
Cc1c(C)c(C)c(CSc2ccccc2NC2OC(=O)c3ccccc32)c(C)c1C (stereo not given),60
Cc1ccc(CNC(=O)c2cc3c(=O)n4cccc(C)c4nc3n(CCO)c2=N)cc1,59
O=C(NC(NCc1ccco1)C(Cl)(Cl)Cl)c1ccco1 (stereo not given),65
CCOc1ccc2c(c1)sc(=NC(=O)Cc1ccc(C)c(C)c1)n2C,105
COc1cccc(NC(=O)NCC(c2ccc3c(c2)CCCN3C)N2CCCC2)c1OC (stereo not given),66
O=C(Nc1nccs1)c1csc(Nc2ccc(OC(F)F)cc2)n1,71
Cc1ccc(Cl)cc1NC(=O)c1cccc2nc3ccccc3nc12,68
CN(Cc1cnc2nc(N)nc(N)c2n1)c1ccc(C(=O)NC(CCC(=O)O)C(=O)O)cc1 (stereo not given),63
O=C(Nc1c(C(=O)Nc2ccc3c(c2)OCO3)oc2ccccc12)c1cccs1,55
Cc1ccc(C(=O)NNC(=O)c2c(-n3c(C)ccc3C)sc3c2CCCC3)cc1,75
COc1ccccc1CNC(=O)C(=O)NCC1OCCN1S(=O)(=O)c1ccc(Br)cc1 (stereo not given),66
CCOc1ccc(-n2c(SCc3nc(-c4ccccc4Cl)no3)nc3ccsc3c2=O)cc1,70
COc1ccc(S(=O)(=O)NCCn2ncccc2=O)cc1C,64
O=C(CC1CCCCN1S(=O)(=O)c1ccc(Cl)cc1)NCc1ccccn1 (stereo not given),57
N#CCS(=O)(=O)c1cccs1,63
CC(Cn1cnc2ccccc21)C(=O)N/N=C\c1ccc(C(C)C)cc1 (stereo not given),59
COc1ccc(C=NCc2ccc(OC)cc2)cc1,62
Cc1ccc(S(=O)(=O)NCCN2CCN(S(=O)(=O)c3ccc(C)c(C)c3)CC2)cc1C,58&56
COc1ccc(NC(=O)CCc2csc(NC(=O)NC3CCCCC3)n2)c(OC)c1,62
CC(C)(C)c1ccc(C(=O)Nc2ccc(-c3cn4ccsc4n3)cc2)cc1,69
O=C(N/N=C\c1cc(Br)ccc1O)C(=O)N/N=C\c1cc(Br)ccc1O,53
Cc1nn(C2CCS(=O)(=O)C2)c2nc(-c3cccs3)cc(C(=O)Nc3ccc(N(C)C)cc3)c12 (stereo not given),120
CCOC(=O)Cn1nnc(-c2cc(Cl)cc(Cl)c2)n1,55
O=[N+]([O-])c1ccc(-c2ccc(I)cc2)cc1,58
Cc1ccc(S(=O)(=O)/C(C#N)=C/N2CCC(C(N)=O)CC2)cc1C,65
Cc1c(C)n(CCC(=O)O)c2ccccc12,57
CC(C)N1CCN(C(=O)c2ccccc2C(=O)O)CC1,57
CCOc1cccc2sc(N(CCCN(C)C)C(=O)c3ccc(S(=O)(=O)N4CCCCCC4)cc3)nc12,90
COc1cccc2cc(-c3nnc(NC(=O)CCS(=O)(=O)c4ccc(Cl)cc4)o3)oc12,64
CC(=O)O[C@]1(C(C)=O)CC[C@H]2[C@@H]3C=C(C)C4=CC(=O)CC[C@]4(C)[C@H]3CC[C@@]21C,56&59
Cc1cc(NC(=O)Cn2nc(C3CC3)c3cnn(-c4ccc(F)cc4)c3c2=O)no1,84

Additional records
Compound,RMI-FANCM inh
Cc1c2cnn(C)c(=O)c2c(C)n1Cc1cccs1,53
Cc1cc(C)c(NC(=O)Cn2c(=O)cnc3cc(S(=O)(=O)N4CCCCC4)ccc32)c(C)c1,166
Cc1cc(SCC(=O)O)nc(SCC(=O)O)n1,62
O=C(Nc1c2c(nn1-c1nc3ccccc3s1)CCC2)c1ccccc1Cl,69
O=C(NCC(c1ccsc1)N1CCOCC1)c1cccc(F)c1 (stereo not given),64
COc1cccc(C(CNC(=O)c2c(F)cccc2Cl)N2CCOCC2)c1 (stereo not given),52
CCOc1ccc(-c2nc(NC(=O)c3cc4c(ccc5ccccc54)oc3=O)sc2C)cc1,58
Oc1ccc(Br)cc1C=Nc1ccc(F)c(F)c1,54
O=C(CSCC(=O)N1CCN(c2ccccc2)CC1)Nc1nc(-c2ccccc2)cs1,64
O=C(Cc1cccs1)Nc1cccc(-c2nc3cccnc3s2)c1,80
CCOc1ccc2nc(NC(=O)Cc3cc(C)ccc3C)sc2c1,93
CSc1ccc(C(=O)Nc2sc3c(c2C(N)=O)CCC(C)C3)cc1 (stereo not given),67
CCOC(=O)NC(=S)Nc1cc(C)cc(C)n1,55
COCCNC(=O)C(=O)NCC1CCN(C2CCCC2)CC1,72
Cc1cc(NC(=O)c2ccccc2F)n(-c2ncnc3c2cnn3-c2cccc(C)c2C)n1,54
CCOC(=O)c1oc2ccccc2c1NC(=O)c1cccc(Cl)c1,86
Cc1ccc(NC(=S)c2ccncc2)cc1,58
Cc1ccc(S(=O)(=O)c2cnc(SCC(=O)Nc3ccc(C)c(F)c3)[nH]c2=O)c(C)c1,62
COc1ccc2nc(-c3ccc(NS(=O)(=O)c4cc(C)ccc4OC)cc3)cn2n1,73
CCOC(=O)N1CCN(C(=O)Nc2cccc(Cl)c2)CC1,56
C#CCn1c(=NC(=O)c2cc(C)nn2CC)sc2c(OC)ccc(OC)c21,103
COc1ccc2nc(N(CCN(C)C)C(=O)c3ccc(C(=O)c4ccccc4)cc3)sc2c1,80
O=C(Cc1ccccc1)Nc1ncc(Cc2ccccc2)s1,61
CC(=O)Nc1cccc(-n2nnc(SCc3cc(Cl)cc4c3OCOC4)n2)c1,53
C=CCN(CC=C)S(=O)(=O)c1ccc(C(=O)Nc2cccc(-c3nc4ccccc4[nH]3)c2)cc1,67
N#Cc1c(-c2cccs2)nn(-c2ccc([N+](=O)[O-])cc2)c1N,54
O=C(CSc1cc(-c2ccccc2)nc2ncnn12)c1ccc(Br)cc1,65
CNC(=O)c1c(NC(=O)COc2ccc(Cl)cc2)sc(C)c1C,84
COC(=O)c1scc(-c2ccc(C)cc2)c1S(=O)(=O)Nc1cc(C)c(Cl)cc1OC,67
CN(C)CCNC(=O)C(=O)NCC(c1ccc(N(C)C)cc1)N1CCc2ccccc2C1 (stereo not given),64
CCc1c2c(nc3sc(C(=O)c4ccc(Cl)c(Cl)c4)c(N)c13)CC(C)(C)CC2=O,-31*
Cc1cc(C)c(C)c(Oc2ncnc(N)c2[N+](=O)[O-])c1,59
Cc1nc(Cl)c2c3c(sc2n1)CCCC3,57
Cc1ccc(Oc2c(C)nc(SCc3ccc(Cl)cc3)[nH]c2=O)cc1,46
CCCCOc1ccc(C(=O)Nc2nc3c(s2)CCCC3)cc1,2
Cn1nc2c(c1NC(=O)C1CCCN1S(=O)(=O)c1ccc(F)cc1)CCC2 (stereo not given),63
C=CCNC(=S)Nc1ccc(O)cc1,61
COc1ccc(-c2noc(Cn3nc(-c4ccc(C(C)C)cc4)ccc3=O)n2)cc1OC,92
CCc1ccc(NC(=O)CSc2nc3c(sc(=S)n3-c3ccccc3C)c(=O)[nH]2)cc1,61
O=C(O)c1cc(=O)cc(C(=O)O)[nH]1,56
CCN(CC)CCN(C(=O)CCCSc1ccccc1)c1nc2c(F)cc(F)cc2s1,90
Cc1cc(C)c(S(=O)(=O)N2CCCCC2CCNC(=O)C(=O)Nc2ccccc2C)c(C)c1 (stereo not given),56&53
CC(c1ccccc1)n1c(OC(=O)N(C)C)nnc1SCC(=O)c1ccc2c(c1)OCCO2 (stereo not given),62
O=C(/C=C/c1ccc(-c2nc3ccccc3s2)o1)c1cccs1,51
CCN1C(=O)Cc2cc(NS(=O)(=O)c3cccc(C)c3)ccc21,69
CN(C)CCNc1nc2c(F)cccc2s1,69
CCCCC1(CO)C(=O)N(c2ccccc2)N(c2ccccc2)C1=O,51
Cn1c(=O)c2c(SCC(=O)Nc3nccs3)nc(-c3ccc([N+](=O)[O-])cc3)nc2n(C)c1=O,66
CCOc1ccc(N2C(=S)NC3c4cc([N+](=O)[O-])ccc4OC2(C)C3C)cc1 (stereo not given),59
O=C(/C=C/c1ccccc1)N1CCN(C(=O)/C=C/c2ccccc2)CC1,62
Cc1c(OCC(=O)Nc2ccc(C(C)C)cc2)ccc2c1OC(C)(C)CC2=O,58
